hK5 inh: human KLK5 protease inhibitors, primary screen, biochemical, 1536-well; Kallikrein-5 (Homo sapiens), Q9Y337; recombinant hK5, fluorogenic AMC substrate cleavage; inhibition, % at 5 µM; 210,000 tested, 0.59% active;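 active means inhibition of 40% or more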;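 further: 0% = enzyme controls without compound and 100% = no-enzyme blanks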
Target sequence (Q9Y337 67-293 limits assumed): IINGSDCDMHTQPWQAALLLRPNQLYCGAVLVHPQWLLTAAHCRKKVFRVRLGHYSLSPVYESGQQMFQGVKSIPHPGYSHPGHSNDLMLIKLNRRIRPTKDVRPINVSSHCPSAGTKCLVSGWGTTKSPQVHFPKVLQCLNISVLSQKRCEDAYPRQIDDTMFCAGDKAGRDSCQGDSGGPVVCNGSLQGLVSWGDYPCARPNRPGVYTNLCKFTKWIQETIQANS
FXIa inh: human FXIa protease inhibitors, primary screen, biochemical, 1536-well. Coagulation factor XI (Homo sapiens), P03951. purified FXIa, Boc-Glu-Ala-Arg-AMC fluorogenic substrate. inhibition, % at 5 µM. 220,000 tested, 0.14% active. AID 798, 2007;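 active means inhibition of at least 40%; inactive means inhibition below 40%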;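 further: fluorescence of freed AMC excited at 355 nm; 0% = enzyme without compound and 100% = no enzyme blank; many of its hits are not listed in these tables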
Target sequence (P03951 19-387 limits assumed): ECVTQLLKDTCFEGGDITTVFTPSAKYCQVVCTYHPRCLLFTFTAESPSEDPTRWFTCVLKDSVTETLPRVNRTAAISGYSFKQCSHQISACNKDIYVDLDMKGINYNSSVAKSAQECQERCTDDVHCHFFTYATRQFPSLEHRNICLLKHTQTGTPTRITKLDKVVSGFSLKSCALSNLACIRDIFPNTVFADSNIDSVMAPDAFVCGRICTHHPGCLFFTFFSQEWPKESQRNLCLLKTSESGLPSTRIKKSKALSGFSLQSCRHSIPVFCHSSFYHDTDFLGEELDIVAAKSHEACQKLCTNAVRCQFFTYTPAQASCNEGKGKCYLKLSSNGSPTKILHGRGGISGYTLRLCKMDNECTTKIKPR
Target sequence (P03951 388-625 limits assumed): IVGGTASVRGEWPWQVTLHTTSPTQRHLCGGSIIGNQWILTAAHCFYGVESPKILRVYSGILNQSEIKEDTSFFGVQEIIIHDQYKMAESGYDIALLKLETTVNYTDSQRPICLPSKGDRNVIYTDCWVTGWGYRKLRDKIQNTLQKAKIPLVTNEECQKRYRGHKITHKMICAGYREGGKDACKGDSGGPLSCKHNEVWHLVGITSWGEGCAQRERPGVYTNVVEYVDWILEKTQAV
thrombin 1536: human alpha-thrombin inhibitors, primary screen, counter-screen for coagulation protease inhibitor project, biochemical, 1536-well, fluorogenic AMC substrate | inhibition, % at 5 µM | Boc-VPR-AMC fluorogenic substrate cleavage | 220,000 tested, 0.26% active;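 active means inhibition at or above 40%; inactive means inhibition below 40%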;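 further: 0% = enzyme with no compound and 100% = wells without enzyme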
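Test system: human alpha-thrombin protein / Dosing: one concentration per compound, 5 µM, with 0.2% DMSO / Medium: pH 7.5 Tris-saline with Tween 20 / Benchmarks: no-compound enzyme wells and no-enzyme blanks / Read-out basis: percent inhibition of thrombin substrate cleavage / Timing: reaction at room temperature / Measured by: fluorescence, ex 355 nm, em 460 nm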
Cl transport mod: KCC2 cotransporter modulators, thallium flux, primary screen, cell-based, HEK293 KCC2, FluoZin-2 fluorescence, MLSMR. 190,000 tested, 2.2% active. B-score of Tl+ flux slope (higher = more flux/activation; lower = inhibition) at 10 µM. KCC2 cells, thallium flux FluoZin-2 fluorescence;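 active means thallium flux slope and its plate-corrected score both differing from the plate sample mean at a set confidence after two filtering rounds, in either direction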;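 further: slope of fluorescence scaled to starting intensity during 10 to 20 s after thallium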
Hck Nef HTS: inhibitors of Nef-activated human Hck kinase, primary screen, biochemical, Z-Lyte FRET, 384-well, Hck-YEEI | Tyrosine-protein kinase HCK (Homo sapiens), P08631 | Recombinant Hck-YEEI plus Nef, Z-Lyte FRET kinase assay | inhibition, % at 20 µM | 220,000 tested, 0.68% active | AID 463187, 2010;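 active means Hck-Nef kinase inhibition above about 50%, limit read from the data; inactive means inhibition below that limit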;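 further: 0% = DMSO with Hck plus Nef and 100% = Hck alone without Nef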
TNF death inh: inhibitors of TNF-alpha triggered necroptosis, primary screen, cell-based, Jurkat FADD-/-, single concentration; 220,000 tested, 0.068% active; Jurkat FADD-/- TNF necroptosis rescue, ATP luminescence, 24 h; 0 = TNF only, 100 = no-TNF cells; AID 463075, 2010; activation (protection from cell death), % at 10 µM;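 active means activation, meaning protection from cell death, of at least 50% relative to plate controls; inactive means activation below 50%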;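 further: necroptosis triggered by 40 ng/mL TNF-alpha added together with compound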
Rad51 HR inh: human RAD51 strand exchange inhibitors, primary screen, biochemical, fluorescence; inhibition, % at 10 µM; AID 1385, 2008; DNA repair protein RAD51 homolog 1 (Homo sapiens), Q06609; 200,000 tested, 0.085% active; hRad51 DNA strand exchange, fluorescence dequenching;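 active means inhibition above 40% at the single screening dose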;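 further: 0% = DMSO control wells and 100% = blanks with heterologous ssDNA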
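Test system – preformed human Rad51 ssDNA filaments · Reagent – Donor/quencher-labelled 47-bp dsDNA substrate · Incubation – 37 °C 15-min filament assembly, 30-min compound preincubation, 15-min exchange · Signal – FRET fluorescence dequenching, excitation 485 nm, emission 520 nm · Read-out – percent inhibition from fluorescence, normalised to plate control and blank means · Benchmarks – plate control and blank wells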
FXIIa inh: human FXIIa protease inhibitors, primary screen, biochemical, 1536-well; 220,000 tested, 0.3% active; purified FXIIa, Boc-QGR-AMC fluorogenic substrate, 2 h; inhibition, % at 5 µM; Coagulation factor XII (Homo sapiens), P00748; AID 800, 2007; in the data active means inhibition above about 40%;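 further: 0% = enzyme with no compound and 100% = blank without enzyme; many of its hits are not listed in these tables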
zVAD death inh: inhibitors of zVAD-triggered necroptosis, primary screen, L929 cells; viability rescue, % at 10 µM; AID 1377, 2008; 220,000 tested, 0.38% active; L929 zVAD necroptosis rescue, ATP luminescence, 24 h; with zVAD 60 µM;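 active means activation, scaled between plate controls, above about 75%, limit read from the data; inactive means activation under that limit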;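 further: 0% = zVAD with DMSO and 100% = DMSO alone without zVAD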
The depositor's hits bear a star; x = not tested or not shown.

Each structure is followed by: hK5 inh	FXIa inh	thrombin 1536	Cl transport mod	Hck Nef HTS	TNF death inh	Rad51 HR inh	FXIIa inh	zVAD death inh
COc1ccc(NC(=O)Nc2cccnc2)cc1
  -13.6	-6.2	-1.8	-0.0266	6.2	-1.8	-1.9	-5.2	4.5
Cc1ccc(S(=O)(=O)C2(C(=O)O)CCCC2)cc1C
  -7.8	6.0	4.9	x	-0.3	-0.3	2.5	17.2	-0.4
CCOC(=O)CNS(=O)(=O)c1ccc(C)cc1
  -5.8	-5.5	-7.7	0.733	-0.4	6.9	x	-3.1	x
O=C(Cc1ccc(Br)cc1)Nc1ccc(S(=O)(=O)NCC2CCCO2)cc1 (stereo unspecified)
  -3.4	-6.1	-4.8	-0.473	15.6	5.6	1.2	6.2	0.8
O=C(c1ccc(N2CCN(CCO)CC2)nc1)N1CCOCC1
  -4.5	12.4	-3.5	1.22	5.8	0.7	-14.1	17.8	0.9
COc1ccc(S(=O)(=O)N2CCN(S(=O)(=O)c3ccc(C(F)(F)F)cc3)CC2)cc1C
  -3.8	-0.5	0.5	x	-1.4	1.0	x	4.7	2.0
CCN1CCc2nc(SCC(=O)Nc3ccc(OC)cc3)c(C#N)cc2C1
  -10.1	7.1	7.4	0.712	17.8	2.4	-6.1	21.5	1.2
Cc1ccc(C2C(C#N)=C(N)SC(N)=C2C#N)cc1
  -13.3	-3.5	-8.5	-2.16	-0.4	-0.5	x	4.2	2.1
Cc1ccc(-n2c(=O)c3sccc3n(CC(=O)NCc3ccco3)c2=O)cc1
  -0.6	3.6	4.0	-2.23	0.4	-0.9	3.9	15.0	-0.3
COc1cccc(CN2CCCC(C(=O)N3CCCCC3)C2)c1OC (stereo unspecified)
  -0.9	-7.8	-8.0	x	1.9	0.9	3.3	-0.5	0.4
CCc1ccccc1NC(=O)N[C@@H](C)C(=O)OC
  -9.7	-0.2	3.2	0.506	2.3	1.0	0.4	6.9	0.7
O=C(CSc1nnc(-c2ccccn2)o1)Nc1ccccc1
  -3.2	0.2	-3.3	-0.0109	19.6	3.6	3.0	4.2	1.6
COCCn1nnnc1C(c1cc2cc(C)ccc2[nH]c1=O)N1CCCCCC1 (stereo unspecified)
  -18.7	9.7	-2.5	0.125	-0.2	-3.9	-4.1	6.8	-0.1
COc1ccc(CCNCCC(=O)Nc2c(C)cc(C)cc2C)cc1OC
  -10.3	-4.9	-7.0	-0.406	0.8	2.7	x	0.2	0.3
CCCS(=O)(=O)c1nc(S(=O)(=O)c2ccc(C)cc2)c(N2CCc3ccccc3C2)s1
  1.9	6.7	-1.0	-1.37	0.5	-2.5	-10.9	12.2	-0.8
Cc1nc(C(=O)NNC(=O)c2ccc(Cl)cc2)c(C(F)(F)F)o1
  -2.5	-2.4	-5.7	16.7*	13.4	6.1	-6.5	1.8	0.0
CC(C)[C@H](NC(N)=O)C(=O)Nc1cccc([N+](=O)[O-])c1
  -3.7	-5.6	-6.8	0.026	21.9	0.4	1.7	4.8	1.3
COCCCNC(=O)c1c(N)n(-c2cccc(S(N)(=O)=O)c2)c2nc3ccccc3nc12
  -100.2	0.9	-0.7	-0.35	64.5*	-3.2	-10.7	2.4	-0.8
C(#Cc1ccccc1)C[N+]1(CC#Cc2ccccc2)CCCC1
  -16.3	9.9	2.6	0.365	2.9	0.6	1.0	13.9	-0.2
Cc1cccc(-c2nc(CSCC(=O)N3CCN(Cc4ccc5c(c4)OCO5)CC3)c(C)o2)c1
  -12.9	17.2	-1.8	-2.94	-2.5	-6.8	x	28.4	-0.8
O=c1c2ccccc2nc(SCc2ccccc2F)n1C1CCCC1
  -6.7	5.9	-4.6	-0.0243	0.8	-0.3	-2.4	8.2	1.9
CCOC(=O)C(=CNc1ccc(C(F)(F)F)cc1)C(=O)OCC
  7.3	7.2	-1.1	-1.22	11.1	0.7	11.5	0.7	-0.5
CN(C)c1cccc2cccc(N(C)C)c12
  -6.3	-3.3	-9.1	0.033	0.8	0.8	21.6	-0.8	0.2
CCN1CNC(=S)N(C(C)c2ccccc2)C1 (stereo unspecified)
  -4.8	-6.9	-7.2	1.13	-0.3	2.2	3.8	-1.4	0.6
CC1=C([N+](=O)[O-])C(c2ccccc2)C2=C(N1)c1ccccc1C2=O (stereo unspecified)
  -0.2	-12.2	-5.6	-1.45	2.7	-17.3	4.0	-11.7	-1.5
COCCNC(=O)COc1ccc(C)cc1C(=O)c1cc(C#N)c(=O)n(C2CC2)c1
  17.9	38.0	7.4	-0.17	-28.2	-0.6	-0.6	23.2	-0.4
Cc1ccc(S(=O)(=O)N2CCOCC2)cc1NC(=O)CSc1nccn1C
  -11.0	0.0	-10.5	-0.278	2.3	1.4	-6.5	8.7	1.7
C=CCN1C(=O)C(O)(CC(=O)c2ccco2)c2cc(Br)ccc21 (stereo unspecified)
  -4.7	-1.2	-8.1	0.024	19.2	-3.9	1.2	1.2	-0.5
Cc1onc(-c2c(Cl)cccc2Cl)c1C(=O)N1CCc2ccccc21
  2.1	-2.9	-1.7	-0.0982	-1.0	-0.8	-2.3	-3.5	-0.5
O=C(CSc1nnnn1C1CCCCC1)Nc1ccc2c(c1)OCO2
  4.3	-3.5	-5.2	-0.0126	-0.7	-9.5	0.1	-1.5	-0.1
OC(COc1c(F)cc(Br)cc1F)CN1CCN(c2ccc(F)cc2)CC1 (stereo unspecified)
  -27.4	-7.4	-5.8	-1.04	0.9	-3.1	x	-1.9	0.0
COc1ccccc1Nc1ncccc1C(=O)NCc1ccccc1
  -5.0	2.2	5.4	0.00838	-11.0	-0.2	4.6	19.8	-0.7
N=c1c2c3c(sc2ncn1Nc1ccccc1)CCC3
  2.3	1.8	0.6	0.0101	19.2	1.1	-3.5	9.8	-0.2
COc1cccc(/C=N/NC(=O)CCNc2n[nH]c(=O)[nH]c2=O)c1OC
  -7.3	-2.9	6.7	0.147	0.0	0.1	9.6	3.2	1.2
O=C(CCSc1ccccc1)NCC1CCCO1 (stereo unspecified)
  -10.8	-18.9	-5.3	0.513	13.4	-1.9	3.1	-16.7	-0.4
COc1cccc2c(=O)c3cccc(N)c3[nH]c12
  -64.6	8.3	-3.8	-0.0614	35.3	0.4	-38.5	13.8	0.5
O=C(COc1ccc2ccccc2c1)NNC(=O)c1cnccn1
  -32.9	6.9	-1.6	0.426	0.6	1.0	x	8.2	0.4
O=C(c1ccccc1)N(CCN1CCOCC1)C1(C(=O)Nc2ccccc2)CCCCC1
  2.1	-4.4	-8.6	0.022	-6.7	0.6	6.5	-1.9	-0.6
Cn1cc(/C=C(\C#N)C(=O)Nc2ncc(Cc3ccc(Cl)cc3)s2)c2ccccc21
  -2.6	-8.3	-8.4	0.806	-0.6	1.9	10.2	3.5	1.0
O=S(=O)(/C=C/c1ccccc1)NCCc1ccccn1
  -12.2	2.6	3.6	-0.0587	0.5	0.7	-0.5	11.5	0.2
Cc1ccccc1-c1nnc(NC(=O)CSc2nc3ccccc3s2)s1
  -8.1	-6.1	-5.7	1.68	-2.2	-0.5	5.8	-0.1	x
Cc1ccc(NC(=O)CN(C)S(=O)(=O)c2cccc3nsnc23)cc1Cl
  5.1	9.3	2.5	-0.637	-9.9	-0.6	0.8	19.4	-0.8
CC(C)(C)C1CCC2(CC1)C(C#N)=C(SCC(=O)NC1CCCCC1)NC(=O)C2C#N (stereo unspecified)
  -25.6	6.5	0.0	-1.52	-1.1	-0.6	-0.7	18.5	0.2
NC(=O)N1CCN(C(=O)c2ccco2)CC1
  -0.7	-7.2	-5.0	0.5	-18.3	0.8	-2.0	10.1	-0.7
CC(=O)NCC(=O)OCC(=O)c1ccc(C)cc1
  -5.3	-8.7	-8.2	0.405	-1.9	-2.7	-2.0	-5.8	-0.4
O=C(N/N=C/C=C/c1ccccc1)NC1CCCCC1
  4.5	1.6	0.7	0.314	8.9	-1.2	2.5	12.1	46.3
CCCOc1cccc(C(=O)N(Cc2ccco2)C2CCS(=O)(=O)C2)c1 (stereo unspecified)
  21.7	9.3	57.4*	-0.214	-1.4	-0.6	-3.8	14.9	-0.2
CCN1C(=O)c2cccc3c(NS(=O)(=O)c4ccc(NC(C)=O)cc4)ccc1c23
  20.7	3.6	2.7	-2.44	0.1	-9.9	6.6	11.3	-0.2
CN(C)CCNC(=O)Cc1ncc(C(F)(F)F)cc1Cl
  -0.5	-5.8	-19.2	-0.693	18.7	0.2	-3.9	5.8	1.9
CS(=O)(=O)Nc1ccc(C(=O)NCCC2=CCCCC2)cc1
  -12.3	-1.7	2.9	0.589	0.5	0.5	2.0	16.9	1.6
CCCOc1ccccc1NC(=O)Nc1ccccc1Cl
  -10.1	-5.5	-3.8	-0.325	-14.0	-0.7	15.6	2.5	0.0
O=C(N/N=C/c1ccco1)/C(=C/c1cccc([N+](=O)[O-])c1)NC(=O)c1ccccc1
  -14.7	8.1	3.7	-0.235	-2.1	-2.0	1.8	17.5	0.3
CCOC(=O)C1CCCN(C(=S)Nc2ccc(F)cc2)C1 (stereo unspecified)
  -6.8	-3.6	-6.9	0.227	-16.9	1.3	22.1	-1.1	0.2
CC(=O)N(CCCCl)C(C#N)c1ccccc1 (stereo unspecified)
  -10.2	9.7	0.5	0.156	2.8	0.6	-34.7	14.0	0.0
CCOC(=O)c1ccc(CC(=O)c2ccc(O)cc2O)o1
  -1.6	-1.2	-0.7	-1.02	0.6	-6.7	-10.5	18.6	0.0
O=C1c2ccccc2C(=O)N1CCCCN(C(=O)c1cccc([N+](=O)[O-])c1)c1ccc(Cl)cc1
  -5.2	-0.3	-4.9	-0.243	0.5	-10.8	-2.9	5.2	-0.7
Cn1cnnc1Sc1cc(N2CCN(S(=O)(=O)c3ccccc3)CC2)ccc1[N+](=O)[O-]
  -4.8	-3.2	0.2	0.437	-1.1	-1.3	x	0.2	x
COCCCN=C1NN=C(c2cc(C)n(-c3ccccc3)c2C)CS1
  -4.8	6.7	7.1	1.32	6.0	1.3	x	14.3	x

Another view of two compounds above:
smiles | hK5 inh | FXIa inh | thrombin 1536 | Cl transport mod | Hck Nef HTS | TNF death inh | Rad51 HR inh | FXIIa inh | zVAD death inh
O=C(N/N=C/c1ccco1)/C(=C/c1cccc([N+](=O)[O-])c1)NC(=O)c1ccccc1 | -14.7 | 8.1 | 3.7 | -0.235 | -2.1 | -2.0 | 1.8 | 17.5 | 0.3
CCOC(=O)C1CCCN(C(=S)Nc2ccc(F)cc2)C1 (stereo unspecified) | -6.8 | -3.6 | -6.9 | 0.227 | -16.9 | 1.3 | 22.1 | -1.1 | 0.2

These rows are one share of the data; the hit share may differ from the screen's.
